Screening results (PubChem)
NCI-60 one-dose screen, 48 h, at 10 µM unless noted. Numbers give growth in % (100 = growth as untreated, 0 = no growth, -100 = all killed).
OVCAR-8 – OVCAR-8 ovarian cancer | actives 4.4% (n = 81,000) | AID 1794782
OVCAR-5 – OVCAR-5 ovarian cancer | actives 2.9% (n = 82,000)
RXF 393 – RXF 393 renal cancer cells | actives 6.9% (n = 77,000)
ACHN – ACHN renal cancer. actives 4.9% (n = 81,000)
A498 – A498 renal cancer cells | actives 5.4% (n = 76,000) | AID 1794774
OVCAR-3 – OVCAR-3 ovarian cancer. AID 1794787. actives 7% (n = 79,000)
TK-10 – TK-10 renal cancer cells. actives 3.9% (n = 81,000)
CAKI-1 – CAKI-1 renal cancer | actives 4.7% (n = 75,000) | AID 1794772
Numbers without * were called inactive; · = not tested or not shown; & = joins results of further samples. The calls were made as follows: active = growth percent below 10; inactive = the rest. Some of the compounds tested; count on the stated rates, not on these rows.

SMILES	OVCAR-8	OVCAR-5	RXF 393	ACHN	A498	OVCAR-3	TK-10	CAKI-1
Cc1ccc(NC(=O)c2ccc(CN3CC[C@H](N(C)C)C3)c(C(F)(F)F)c2)cc1Nc1nccc(-c2cncnc2)n1	3.4*	15	-20*	1.2*	-60*	-6.4*	-30*	6.9*
COc1ccc(/C=C/C=C\C(=O)c2ccc(N3CCCCC3)cc2)cc1	97	102	106	102	82	105	104	91
C[C@@H]1CC[C@@H]2[C@@H]1[C@H](OC(=O)/C=C/c1ccccc1)[C@]1(C3CCCCC3)C[C@@H](OC(=O)CO)[C@@]2(C)O1	45	96	27	15	-32*	75	93	16
COc1cc(C2C3=C(COC3=O)N(CCO)c3cc4c(cc32)OCO4)cc(OC)c1OC (stereo not drawn)	28	28	-5.5*	40	-20*	-28*	54	51
S=C(S)NCCN1CCNC1=S	99	103	110	101	70	108	96	100
CCC(C)=NCCO	108	101	117	108	106	123	100	105
Nc1nc(Cl)nc2c1ncn2C1OCC(O)C(O)C1O (stereo not drawn)	118	98	112	97	140	·	110	108
CCCCCCCNc1nc(C(=O)OCCCC)ncc1-c1ccc(C(F)(F)F)cc1	93	99	116	97	92	120	·	100
Cc1cccc(Cl)c1NC(=O)c1ccc2nc(NC(=O)NC3CC(C)(C)NC(C)(C)C3)sc2c1	·	78	36	95	89	100	80	92
COc1ccccc1-c1cc(=O)c2c(OC)c3ccoc3c(/C=C/C=O)c2o1	112	103	117	97	125	106	115	94
Nc1cc(Cl)ccc1S	99	96	122	100	98	107	107	96
CN1CCN(CCCN2c3ccccc3Sc3ccc(Cl)cc32)CC1	85&85	94	63&47	85&63	79&82	81&94	86&75	61&55
[O-][n+]1c(Cl)cc(Cl)c2ccccc21	87	101	153	99	73	94	125	93
O=C1c2ccccc2N=C(N/N=C/c2ccc(F)cc2)[C@@H]2CCCN12	100	98	103	100	90	109	93	95
O=C1CCNC(=O)N1OS(=O)(=O)c1ccccc1	109	104	110	100	102	104	138	100
CCOC(=O)C(=CNc1ccccc1-n1cccc1)C(=O)OCC	105	102	96	90	79	117	119	106
OC(C[n+]1ccc2ccccc2c1)c1ccccc1 (stereo not drawn)	99	107	112	108	103	104	75	102
O=C(CCCCCNC(=O)c1nc(-c2ccccc2)n(-c2ccccc2)n1)NO	100	101	112	99	91	110	99	91
CNC(=O)NN	97	82	108	89	93	92	111	·
COc1cc(/C=C/C(=O)c2ccc(NC(=O)CN3CCN(c4cc5c(cc4F)c(=O)c(C(=O)O)cn5C4CC4)CC3)cc2)cc(OC)c1OC	4.7*	17	-88*	11	-44*	-26*	19	57
C=C(C)C[C@@]1(C(=O)OC)C(=O)[C@H](C)CC2[C@@]3(C)CC[C@H](O)C(C)(C)C3CC[C@]21C (stereo partly drawn)	97	84	116	99	98	111	94	86
O=c1oc2cc(OS(=O)(=O)c3ccc(F)cc3)ccc2c2c1CCCCC2	78	66	·	85	83	78	90	87
O=C1NC(Cc2ccccc2)C(=O)N1Cc1ccccc1 (stereo not drawn)	104	99	111	99	·	104	95	90
CNCCNc1nc2ccccc2c2c(=O)c3cc(F)ccc3oc12	47	80	59	24	·	69	80	45
Nc1nc(N)c(-c2ccccn2)c(CCCO)n1	113	106	120	105	99	112	103	100
CCOc1ccc(C(C[N+](=O)[O-])Sc2ccccc2N)cc1 (stereo not drawn)	54	82	-65*	55	109	32	106	65
CCOC(=O)C(C(=O)CC)C(=O)OCC	109	100	111	103	80	87	101	98
COc1ccc(-c2c(-c3cc(OC)c4c(c3)OCO4)noc2N)cc1	9.5*	·	8.2*	·	24	-47*	55	39
CCOC(=O)c1cc(C(=O)c2ccc(Cl)cc2)n2c1ccc1c3cccnc3ccc12	102	95	113	95	107	104	94	87
O=C(CS(=O)(=O)c1ccccc1)Nc1ccc(C(=O)O)cc1	103	104	116	104	105	108	98	94
CC1=Nc2cnc(Nc3ccc(N4CCNCC4)cc3)nc2Nc2ccccc21	93	104	100	85	99	90	114	94
Cc1ccccc1CNc1ccc(N2CCOCC2)cc1	96	103	114	108	·	101	95	99
Nc1ncc2ccc(F)cc2c1C#Cc1cncc(C(=O)NCCN2CCCCC2)c1	90	105	81	81	94	95	82	54
COc1cc(Cn2ccc3c2-c2oncc2CC3)cc(OC)c1	49	57	55	47	32	4.9*	62	23
C=C1C(=O)O[C@H]2[C@H]1CC/C(COC(=O)CSSCC(=O)OC/C1=C/CC[C@@]3(C)O[C@H]3[C@H]3OC(=O)C(=C)[C@@H]3CC1)=C\CC[C@@]1(C)O[C@@H]21	95	81	78	59	113	48	83	56
O=C(Nc1ccc(CN2CCc3nc4cc(O)c(O)cc4cc32)cc1)c1ccc(Cl)c(C(F)(F)F)c1	97	106	122	95	119	101	129	98
CC1([N+](=O)[O-])COC2(CCCCC2)OC1	108&116	109&122	111&106	112&127	109&90	109&144	106&98	103&109
Nc1ncc(C2CCNC(=O)c3[nH]ccc32)[nH]1 (stereo not drawn)	95	99	104	101	106	106	91	95
COc1ccc(Nc2nc3cccnc3nc2C)cc1OC	101	106	114	106	98	104	112	106
COC(=O)C(N)Cc1cnc[nH]1 (stereo not drawn)	104	106	·	97	86	102	·	78

11 of the compounds above, with two lines to a compound.
Below each compound: OVCAR-8	OVCAR-5	RXF 393	ACHN	A498	OVCAR-3	TK-10	CAKI-1
> C=C(C)C[C@@]1(C(=O)OC)C(=O)[C@H](C)CC2[C@@]3(C)CC[C@H](O)C(C)(C)C3CC[C@]21C (stereo partly drawn)
 : 97	84	116	99	98	111	94	86
> O=c1oc2cc(OS(=O)(=O)c3ccc(F)cc3)ccc2c2c1CCCCC2
 : 78	66	·	85	83	78	90	87
> O=C1NC(Cc2ccccc2)C(=O)N1Cc1ccccc1 (stereo not drawn)
 : 104	99	111	99	·	104	95	90
> CNCCNc1nc2ccccc2c2c(=O)c3cc(F)ccc3oc12
 : 47	80	59	24	·	69	80	45
> Nc1nc(N)c(-c2ccccn2)c(CCCO)n1
 : 113	106	120	105	99	112	103	100
> CCOc1ccc(C(C[N+](=O)[O-])Sc2ccccc2N)cc1 (stereo not drawn)
 : 54	82	-65*	55	109	32	106	65
> CCOC(=O)C(C(=O)CC)C(=O)OCC
 : 109	100	111	103	80	87	101	98
> COc1ccc(-c2c(-c3cc(OC)c4c(c3)OCO4)noc2N)cc1
 : 9.5*	·	8.2*	·	24	-47*	55	39
> CCOC(=O)c1cc(C(=O)c2ccc(Cl)cc2)n2c1ccc1c3cccnc3ccc12
 : 102	95	113	95	107	104	94	87
> O=C(CS(=O)(=O)c1ccccc1)Nc1ccc(C(=O)O)cc1
 : 103	104	116	104	105	108	98	94
> CC1=Nc2cnc(Nc3ccc(N4CCNCC4)cc3)nc2Nc2ccccc21
 : 93	104	100	85	99	90	114	94

(cont.)
SMILES	OVCAR-8	OVCAR-5	RXF 393	ACHN	A498	OVCAR-3	TK-10	CAKI-1
O=C(/C=C(/C=C/c1cc2ccccc2s1)OB(F)F)/C=C/c1cc2ccccc2s1	97	104	110	102	·	99	104	·
COc1cc(Nc2ncccc2NC(=O)c2cn(Cc3ccc(F)cc3)nn2)cc(OC)c1OC	103	113	104	120	88	102	109	100
O=c1[nH]c2cc(Cl)c(Cl)cc2n2cc3ncccc3c12	82	146	112	90	74	84	94	60
O=C(NCc1cc(C(F)(F)F)ccc1Cl)C1CCC(=O)N1c1cccs1 (stereo not drawn)	91	91	101	100	86	105	91	93
Cc1cc(N)c2cc(NC(=O)CCCCCC(=O)Nc3ccc4nc(C)cc(N)c4c3)ccc2n1	96	98	161	94	114	105	100	·
N=C(N)c1ccc(-c2ccc(-c3ccc(F)cc3)s2)cc1	-28*	-87*	-98*	-92*	-88*	-92*	-80*	-95*
CCOC(=O)C1=CSC2=NC3=C(CCCC/C3=C\c3ccc(OC)c(OC)c3)C(c3ccc(OC)c(OC)c3)N12 (stereo not drawn)	104	112	102	102	108	111	109	97
CC(=O)CC1CCCCCC1	101	103	109	98	107	110	101	94
CN(C)c1cccc2c(S(=O)(=O)/N=C(\N)Nc3nc4ccccc4s3)cccc12	71	84	55	84	74	8.4*	91	54
NS(=O)(=O)c1ccc(C(=O)N/N=C/c2ccc(O)cc2)cc1	102	96	109	99	99	·	95	97
N#Cc1c(N=Cc2ccc(Br)cc2)n[nH]c1Nc1ccccc1	113	105	147	105	126	89	124	95
CCC(C)NC(=O)CC(C)C (stereo not drawn)	90	108	143	111	103	112	109	127
O=C(/C=C/c1ccc(C(F)(F)F)cc1)c1ccc(Nc2nc(NCCO)nc(NCCO)n2)cc1	22	64	74	84	82	26	55	·
COc1cc2c(cc1OC)C(Sc1ccc(C)cc1)c1c(nc(N)c(C#N)c1N)O2 (stereo not drawn)	3.6*	-79*	·	-96*	-55*	-81*	-64*	-63*
Cc1ccc(-n2nc(C#N)c(N3CCCCC3)n2)cc1	108	89	89	103	84	105	129	88
COc1ccc(C2=CC(c3ccc(C)cc3Br)N3C(C)=CSC3=N2)cc1OC (stereo not drawn)	100	102	111	108	95	109	84	102
CN1CCN(CC(=O)Nc2nnc(-c3ccc(Cl)cc3)s2)CC1	102	99	113	91	86	·	190	78
O=C(Nc1ncccc1OCc1cccc(F)c1)NC12CC3CC(CC(C3)C1)C2	88	98	86	97	71	96	92	78
Oc1ccc(Br)cc1/C=N/Nc1nc(-c2ccc(Br)cc2)cs1	96	98	97	94	98	94	115	80
CCCn1c(=O)c2[nH]c(-c3ccc(OCc4nc5ccc(C)cc5[nH]4)cc3)nc2n(CCC)c1=O	17	41	·	-88*	-80*	18	-52*	6.1*

Another view of some results above:
molecule | OVCAR-8 | OVCAR-5 | RXF 393 | ACHN | A498 | OVCAR-3 | TK-10 | CAKI-1
O=C1NC(Cc2ccccc2)C(=O)N1Cc1ccccc1 (stereo not drawn) | 104 | 99 | 111 | 99 | · | 104 | 95 | 90
CNCCNc1nc2ccccc2c2c(=O)c3cc(F)ccc3oc12 | 47 | 80 | 59 | 24 | · | 69 | 80 | 45

(next part)
SMILES	OVCAR-8	OVCAR-5	RXF 393	ACHN	A498	OVCAR-3	TK-10	CAKI-1
Cc1nc2ccccc2n1CC1SC(=N)NC1=O (stereo not drawn)	98	104	99	98	70	103	93	90
O=C(O)CNC(=O)Nc1ccccc1	92	94	110	105	111	120	95	88
COC(=O)C1(CC(=O)c2ccc(Cl)c(Cl)c2)NC(=S)NC(=O)C1C#N (stereo not drawn)	111	106	100	105	104	118	110	90
CC(CCc1ccccc1)NCC(O)c1ccc(O)c(C(N)=O)c1 (stereo not drawn)	99	99	116	94	103	112	110	90
CCOC(=O)/C=c1\sc2n(c1=O)C1C(NN=2)N(CC)C(=O)N1CC (stereo not drawn)	84	85	70	45	·	15	81	51
O=C(Nc1cccc(-c2ccc(Cl)c(C(F)(F)F)c2)c1)C1CCN(Cc2cccc3cccnc23)CC1	-38*	70	8.9*	-91*	59	-66*	81	-53*
CC(=O)OCC1OC(OC(C)=O)C(NC(=O)N(CCCl)N=O)C(OC(C)=O)C1OC(C)=O (stereo not drawn)	96	104	102	94	119	118	85	93
CCOC(=O)C1=NC(CO)C(=O)N(c2ccccc2)N1 (stereo not drawn)	103	98	·	99	81	120	88	·
CC1=C/C(=C\c2ccco2)C(=O)O1	109	98	114	105	97	106	91	·
C=C(C)[C@@H]1CC=C2c3sc(Cc4ccccc4)nc3C[C@@H](C)[C@]2(C)C1	100	102	118	99	113	104	110	96
N#C/C(=C/N)C(N)=O	107	98	117	101	99	112	99	94
Cc1nc2ncccc2c(=O)n1-c1ccc(S(=O)(=O)Nc2ncccn2)cc1	92	92	91	99	93	107	131	88
COCn1c(C(=O)OC)cc2oc(/C=C3/SC(=S)N(N)C3=O)cc21	98	108	28	110	54	81	101	87
O=C(NNC(=S)Nc1ccccc1)c1ccncc1	104	107	114	103	124	114	102	133
CC(Oc1ccc(C(=O)O)cc1C(F)(F)F)c1ccc(Oc2ccccc2)cn1 (stereo not drawn)	97	102	96	104	·	104	100	96
O=[N+]([O-])c1cccc(C2NC(N3CCCCC3)=C(N3CCCCC3)c3c2sc2c(F)cccc32)c1 (stereo not drawn)	98	92	88	90	90	97	140	68
CCCCCCCCCCCCCCCC(=O)CCCCCCCCCCCCCCC	110	99	94	101	97	111	109	97
CCCCS(=O)(=O)Nc1ccc(C(=O)NN)c(Cl)c1	98	96	106	103	94	99	97	104
NS(=O)(=O)c1ccc(C(=O)N=Nc2c(O)[nH]c3ccc(F)cc23)cc1	103	104	108	107	84	109	111	92
Cn1cc(-c2csc(-c3cn(C)c4ncccc34)n2)c2cc(F)cnc21	81	91	82	94	73	108	104	66
COC(=O)c1oc2c(F)c(-c3ccccc3)c(-c3ccccc3)c(-c3ccccc3)c2c1N	99	101	108	90	107	122	116	69
NS(=O)(=O)c1ccc(-c2cc(-c3nnc(SCC(=O)Nc4ccc(Cl)cc4)n3-c3ccccc3)c3ccccc3n2)cc1	80	102	73	79	72	87	100	51
N/C(=N\O)c1ccc2oc(/C=C/c3cc4cc(/C(N)=N\O)ccc4o3)cc2c1	99	110	108	102	113	113	117	97
c1ccc([P+](CCCc2n(Cc3ccc4ccccc4c3)c3ccccc3[n+]2Cc2ccc3ccccc3c2)(c2ccccc2)c2ccccc2)cc1	70	60	·	81	67	76	89	80
COc1ccccc1CNC(=O)CCn1c(=O)[nH]c2ccccc2c1=O	93	105	99	90	123	100	100	104
CC[C@]12C=CCN3CC[C@@]4(c5ccc(OC)cc5N(C)[C@H]4[C@@](O)(C(=O)OC)[C@@H]1OC(=O)CCCN1CCCCC1)[C@@H]32	96	122	72	109	82	108	81	78
Nc1c(C(=O)Nc2ccncc2)sc2nc3c(cc12)CCCCCC3	87	91	89	108	55	104	90	98
CN1CCN(Cc2ccc(NC(=O)c3[nH]ncc3Nc3ncnc4c3CCC4)cc2)CC1	12	-0.2*	-50*	-11*	-22*	-5.9*	2.4*	9.4*
CN1C(=O)N(C)C2C1NC(=O)N2CC(=O)Nc1ccccc1O (stereo not drawn)	102	106	107	104	92	112	99	84
